Source: PubChem (Broad Institute)
IDH1 R132H inh: IDH1 R132H (human) inhibition; 70,000 tested, 0.18% active; IDH1 R132H reductase, diaphorase/resazurin fluorescence, 60 min; inhibition, % at 10 µM; O75874; in the data active = inhibition above about 34%;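 note: 0% = DMSO and 100% = no enzyme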
Target sequence (O75874 whole entry R132H): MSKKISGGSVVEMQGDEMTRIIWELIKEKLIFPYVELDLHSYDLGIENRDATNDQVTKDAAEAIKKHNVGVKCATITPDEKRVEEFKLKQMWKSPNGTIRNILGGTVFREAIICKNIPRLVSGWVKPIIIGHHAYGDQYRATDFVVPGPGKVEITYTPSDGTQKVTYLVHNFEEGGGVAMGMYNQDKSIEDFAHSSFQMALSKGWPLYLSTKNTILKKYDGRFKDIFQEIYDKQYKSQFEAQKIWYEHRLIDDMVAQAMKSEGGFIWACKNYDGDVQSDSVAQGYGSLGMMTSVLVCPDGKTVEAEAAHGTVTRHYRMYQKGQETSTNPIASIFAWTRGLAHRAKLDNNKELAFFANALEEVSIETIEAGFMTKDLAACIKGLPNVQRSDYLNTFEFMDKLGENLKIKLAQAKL
EZH2 inh: EZH2 (human) methyltransferase inhibition; PRC2 H3K27 methylation, DELFIA TRF, 1 h; inhibition, % at 12.5 µM; 57,000 tested, 0.35% active; Q15910;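 active = mean inhibition of replicates at least 50% and every single replicate also reaching 50%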;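 note: dimethyl H3K27 on biotinylated H3 21-44 peptide detected by antibody; plate controls were median neutral control wells for no effect and median positive control wells for full effect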
Starred values were filed as active, the others as inactive; . = no result given; & = joins results of further samples.

mol,IDH1 R132H inh,EZH2 inh
C[C@@H]1CN([C@@H](C)CO)C(=O)CCCn2nncc2CO[C@H]1CN(C)CC1CC1,2.7,.
CC(C)CC#Cc1ccc2c(c1)O[C@@H](CN(C)C(=O)NC1CCCC1)[C@H](C)CN([C@H](C)CO)S2(=O)=O,-0.2,-8
C[C@H]1C[C@H]2[C@@H]3CCC4=CC(=O)C=C[C@]4(C)[C@@]3(F)[C@@H](O)C[C@]2(C)[C@@]1(O)C(=O)CO,0.1,-12
O=C(N/N=C/c1ccc(-c2cccc(Cl)c2)o1)c1ccccn1,-0.5,6
COc1ccc(NC(=O)Nc2ccc3c(c2)C(=O)N([C@H](C)CO)C[C@H](C)[C@H](CN(C)C(=O)Nc2ccc(C(F)(F)F)cc2)OCCCC[C@H](C)O3)cc1,-1.0,.
COc1cccc(-c2ccc3c(c2)O[C@@H](CN(C)Cc2cncnc2)[C@@H](C)CN([C@H](C)CO)S3(=O)=O)c1,-0.5,2&-14
CC(C)(C)c1cc(C(=O)Oc2ccc(Cl)cc2)n(Cc2ccccc2)n1,-0.7,-5
C[N+]1(C)C2CC[C@H]1CC(OC(=O)C(O)c1ccccc1)C2 (stereo not given in full),0.0,.
C=CCSc1nnc(-c2ccccc2NC(=O)CC)c(=O)[nH]1,0.3,5
CO[C@@H]1CN(C)C(=O)c2ccc(NC(C)=O)cc2OC[C@H](C)N(C(=O)C2CCOCC2)C[C@@H]1C,0.2,0
CCC(=O)N(C)C[C@H]1Oc2ncc(-c3ccc(F)cc3)cc2C(=O)N([C@H](C)CO)C[C@@H]1C,0.5,-5
C[C@@H]1CN([C@H](C)CO)C(=O)c2cc(C3=CCCCC3)cnc2O[C@@H]1CN(C)C(=O)Cc1ccccc1,-0.2,.
O=C(N/N=C/c1ccc(OCc2ccccc2)cc1O)c1ccccn1,-0.2,0
O=C(C[C@H]1C[C@@H]2c3cc(NS(=O)(=O)c4ccc(F)cc4)ccc3O[C@@H]2[C@@H](CO)O1)NCc1cc(F)ccc1F,-0.2,1
Cc1noc(C)c1S(=O)(=O)N(C)C[C@@H]1OCCCC[C@@H](C)Oc2ccc(NS(=O)(=O)c3cccs3)cc2C(=O)N([C@@H](C)CO)C[C@@H]1C,2.6,.
C[C@H](CO)N1C[C@H](C)[C@@H](CN(C)C(=O)C2CCCCC2)Oc2ncc(C#CCc3ccccc3)cc2C1=O,4.7,-12
C[C@@H]1CN([C@H](C)CO)C(=O)c2cc(C#CCN(C)C)cnc2O[C@@H]1CN(C)Cc1ccc2c(c1)OCO2,0.4,-4
CO[C@@H]1CN(C)C(=O)c2ccc(NC(=O)c3cnccn3)cc2OC[C@@H](C)N(C(=O)C2CC2)C[C@H]1C,0.1,-3
CC(C)NC(=O)Nc1ccc2c(c1)CC(=O)N([C@H](C)CO)C[C@H](C)[C@H](CN(C)C(=O)Nc1ccc(F)cc1)O2,14,-5
CC(=O)N(C)C[C@@H]1Oc2ncc(C#Cc3cccc(F)c3)cc2C(=O)N([C@H](C)CO)C[C@@H]1C,0.2,-8
CC(=O)N(C)C[C@@H]1Oc2cc(/C=C/c3ccccc3)ccc2S(=O)(=O)N([C@H](C)CO)C[C@@H]1C,-8.6,-14
CC(C)NC(=O)N(C)C[C@@H]1Oc2ccc(NC(=O)Cc3cn(C)c4ccccc34)cc2CC(=O)N([C@H](C)CO)C[C@@H]1C,-23,-6
COc1ccc(NC(=O)N(C)C[C@H]2Oc3c(NC(=O)c4nc5ccccc5s4)cccc3C(=O)N([C@@H](C)CO)C[C@@H]2C)cc1,-0.1,.
CCN1CCN(C(=O)N[C@@H](C(=O)N[C@@H]2C(=O)N3[C@@H]2SC(C)(C)[C@@H]3C(=O)O)c2ccccc2)C(=O)C1=O,0.6,11
COc1cc(/C=N/NC(=O)c2ccccc2O)c([N+](=O)[O-])cc1OC,-0.3,1
COCC(=O)N(C)C[C@@H]1Oc2cc(C#Cc3ccccc3)ccc2S(=O)(=O)N([C@@H](C)CO)C[C@H]1C,1.0,-18
CC(=O)Nc1ccc(-c2nnc(SCC(=O)n3c4c(c5ccccc53)CCCC4)n2C)cc1,0.5,2
COc1ccc(NC(=O)N(C)C[C@@H]2Oc3ccc(NS(=O)(=O)c4c(C)noc4C)cc3C(=O)N([C@H](C)CO)C[C@H]2C)cc1,-3.1,.
C[C@@H]1CN([C@H](C)CO)C(=O)c2cccc(NS(C)(=O)=O)c2O[C@H]1CN(C)Cc1ccncc1,.,-5
C[C@H](CO)N1C[C@H](C)[C@@H](CN(C)Cc2ccccc2)Oc2ccc(NS(=O)(=O)c3ccc(Cl)cc3)cc2C1=O,.,7
C[C@@H]1CCCCO[C@@H](CN(C)S(=O)(=O)c2cccs2)[C@@H](C)CN([C@@H](C)CO)C(=O)c2cc(NC(=O)Cc3ccccc3)ccc2O1,2.1,.
Cc1ccc(S(=O)(=O)NCC[C@@H]2CC[C@@H](NC(=O)Nc3cccc(F)c3)[C@@H](CO)O2)cc1,-0.2,-8
O=C(Nc1ccc2c(c1)[C@H]1C[C@H](CC(=O)N3CCc4ccccc4C3)O[C@@H](CO)[C@H]1O2)c1ccc2c(c1)OCO2,-0.3,-8
C[C@]12CCC3C4(C=CC5(C=C4C(=O)C4CCCCC4)C[C@@H](O)CC[C@]35C)C1CC[C@@]2(O)CN1CCC(n2c(=O)[nH]c3ccccc32)CC1 (stereo not given in full),.,-10
C[C@@H]1CCCCO[C@H](CN(C)Cc2ccncc2)[C@@H](C)CN([C@H](C)CO)C(=O)c2cc(NC(=O)C3CCCCC3)ccc2O1,4.8,-6
CO[C@H]1CN(C)C(=O)c2cc(NC(=O)c3ccccc3F)ccc2OC[C@H](C)N(CC2CC2)C[C@H]1C,-0.1,0
COc1ccc([N+](=O)[O-])cc1CNCCO,1.5,0
Cc1noc(C)c1NC(=O)N(C)C[C@@H]1OCCCC[C@@H](C)Oc2ccc(NS(=O)(=O)c3cn(C)cn3)cc2C(=O)N([C@H](C)CO)C[C@H]1C,4.5,.
COCC#Cc1cnc2c(c1)C(=O)N([C@H](C)CO)C[C@H](C)[C@@H](CN(C)C(=O)NC1CCCC1)O2,1.8,-8
Cc1ccc(-c2cnc3c(c2)C(=O)N([C@@H](C)CO)C[C@@H](C)[C@@H](CN(C)Cc2ccccc2C(=O)O)O3)cc1,-0.3,7
COc1ccccc1N1CCN(CC(=O)Nc2ccc([N+](=O)[O-])cc2C(=O)Nc2ccccc2F)CC1,0.1,-13
C[C@@H]1CN([C@H](C)CO)C(=O)c2cc(/C=C/c3ccccc3)cnc2O[C@H]1CN(C)C(=O)C1CCCCC1,.,-27
Cc1ccc(S(=O)(=O)N[C@H](Cc2ccccc2)C(=O)CCl)cc1,22,.
C/C=C/c1ccc2c(c1)O[C@@H](CN(C)C(=O)c1ccccc1)[C@H](C)CN([C@H](C)CO)S2(=O)=O,3.4,1
COc1ccc(S(=O)(=O)N[C@H]2CC[C@H](CCNC(=O)Cc3ccccn3)O[C@@H]2CO)cc1,0.0,-10
COc1cccc(NC(=O)N(C)C[C@@H]2Oc3cc(C#Cc4ccncc4)ccc3S(=O)(=O)N([C@@H](C)CO)C[C@H]2C)c1,0.1,3
COc1ccc(NC(=O)N[C@H]2CC[C@H](CCNC(=O)c3cc(Cl)cc(Cl)c3)O[C@@H]2CO)cc1,0.0,-16
Cc1ccc(NC(=O)CSc2nnnn2C)c(C)c1,0.2,16
O=C(CC1NC2CCCCC2NC1=O)Nc1ccc(F)cc1 (stereo not given),-0.1,5
C[C@@H]1CN([C@H](C)CO)C(=O)c2cc(NC(=O)NC3CCCCC3)ccc2O[C@@H]1CN(C)C(=O)Nc1cccc2ccccc12,1.2,-7

Gathered by group: those above containing two or more sulfur atoms (two)
mol,IDH1 R132H inh,EZH2 inh
Cc1noc(C)c1S(=O)(=O)N(C)C[C@@H]1OCCCC[C@@H](C)Oc2ccc(NS(=O)(=O)c3cccs3)cc2C(=O)N([C@@H](C)CO)C[C@@H]1C,2.6,.
C[C@@H]1CCCCO[C@@H](CN(C)S(=O)(=O)c2cccs2)[C@@H](C)CN([C@@H](C)CO)C(=O)c2cc(NC(=O)Cc3ccccc3)ccc2O1,2.1,.

The main list resumes, starting 3 compounds before the break.
mol,IDH1 R132H inh,EZH2 inh
Cc1ccc(NC(=O)CSc2nnnn2C)c(C)c1,0.2,16
O=C(CC1NC2CCCCC2NC1=O)Nc1ccc(F)cc1 (stereo not given),-0.1,5
C[C@@H]1CN([C@H](C)CO)C(=O)c2cc(NC(=O)NC3CCCCC3)ccc2O[C@@H]1CN(C)C(=O)Nc1cccc2ccccc12,1.2,-7
COc1ccc(S(=O)(=O)N(C)C[C@@H]2Oc3ccc(NC(=O)Cc4ccccc4)cc3CC(=O)N([C@@H](C)CO)C[C@H]2C)cc1,0.1,.
CCC(=O)Nc1ccc2c(c1)OC[C@@H](C)N(C(=O)Cc1ccccn1)C[C@H](C)[C@@H](OC)CN(C)C2=O,-0.1,7
C[C@@H]1CN([C@H](C)CO)C(=O)c2cc(NC(=O)Cn3cnnn3)ccc2O[C@H]1CN(C)S(=O)(=O)c1ccccc1,-0.3,.
CCOC(=O)c1ccc(NC(=O)C2CC(C)=C(C)CC2C(=O)O)cc1 (stereo not given),5.9,5
COc1ccc([C@@H](C)C(=O)c2ccc(O)cc2O)cc1,2.8,-3
O=C(C[C@@H]1C[C@@H]2c3cc(NS(=O)(=O)c4ccccc4)ccc3O[C@@H]2[C@H](CO)O1)N1CCCCC1,0.4,14
COc1ccc(C#Cc2cnc3c(c2)C(=O)N([C@@H](C)CO)C[C@@H](C)[C@H](CN(C)CC2CCCC2)O3)cc1,-1.0,-40
C[C@H](CO)N1C[C@H](C)[C@H](CN(C)Cc2ccc(Cl)c(Cl)c2)Oc2c(NC(=O)Nc3ccc(C(F)(F)F)cc3)cccc2C1=O,-0.2,.
C[C@@H]1CN([C@H](C)CO)C(=O)c2cc(NS(C)(=O)=O)ccc2O[C@@H]1CN(C)C(=O)Nc1ccccc1,-1.9,9
CCCC(=O)Nc1ccc2c(c1)C(=O)N(C)C[C@H](OC)[C@H](C)CN(C(=O)c1ccccc1F)[C@H](C)CO2,-0.1,2
C=CC[C@]1(C(=O)N(C)C)N=C(c2ccc(OCCCO)cc2)O[C@H]1c1ccccc1,.,9
COc1ccc(OC)c(S(=O)(=O)N(C)CC(=O)Nc2ccccc2F)c1,0.0,2
Cc1ccc(NC(=O)Cn2nc(C)c([N+](=O)[O-])c2C)cc1C,0.3,-11
COc1ccc(CN(C)C[C@@H]2Oc3ccc(NC(=O)Nc4ccc5c(c4)OCO5)cc3CC(=O)N([C@@H](C)CO)C[C@@H]2C)cc1,-6.2,-13
C[C@@H]1C=C(C(=O)N2CCOCC2)O[C@H](OCc2ccc(CO)cc2)C1,.,-2
C[C@@H]1CCCCO[C@H](CN(C)C)[C@H](C)CN([C@H](C)CO)C(=O)c2cc(NC(=O)Nc3ccccc3)ccc2O1,2.8,17
CC(=O)OC(C)(C)[C@@H]1Cc2cc3ccc(=O)oc3cc2O1,0.9,.
O=C(C[C@@H]1C[C@@H]2c3cc(NC(=O)NC4CCCC4)ccc3O[C@@H]2[C@@H](CO)O1)NCc1ccccc1,-0.3,18
C[C@@H]1CN([C@H](C)CO)C(=O)c2cc(N(C)C)ccc2O[C@H]1CN(C)CC1CCCCC1,1.3,.
C[C@@H]1CN([C@H](C)CO)C(=O)c2cc(NC(=O)Nc3cccc4ccccc34)ccc2O[C@H]1CN(C)C,-8.8,3
C[C@H](CO)N1C[C@H](C)[C@@H](CN(C)CC2CCCCC2)Oc2ccc(NC(=O)c3ccncc3)cc2C1=O,1.5,-1
C[C@H]1CCCCO[C@H](CN(C)Cc2ccccc2)[C@@H](C)CN([C@@H](C)CO)C(=O)c2cc(N(C)C)ccc2O1,-1.2,-4
C[C@H](O)C#Cc1ccc2c(c1)O[C@H](CN(C)C(=O)c1ccccc1)[C@@H](C)CN([C@@H](C)CO)S2(=O)=O,-0.4,-1
CO[C@@H]1CN(C)C(=O)c2ccc(NC(=O)Nc3ccc(Cl)cc3)cc2OC[C@H](C)N(C(=O)Nc2c(C)noc2C)C[C@@H]1C,0.0,-7
CNC[C@H]1Oc2c(cccc2N(C)C)C(=O)N([C@H](C)CO)C[C@H]1C,1.2,-10

Gathered by group, the compounds so far containing a COOH group.
mol,IDH1 R132H inh,EZH2 inh
CCN1CCN(C(=O)N[C@@H](C(=O)N[C@@H]2C(=O)N3[C@@H]2SC(C)(C)[C@@H]3C(=O)O)c2ccccc2)C(=O)C1=O,0.6,11
Cc1ccc(-c2cnc3c(c2)C(=O)N([C@@H](C)CO)C[C@@H](C)[C@@H](CN(C)Cc2ccccc2C(=O)O)O3)cc1,-0.3,7
CCOC(=O)c1ccc(NC(=O)C2CC(C)=C(C)CC2C(=O)O)cc1 (stereo not given),5.9,5

More entries.
mol,IDH1 R132H inh,EZH2 inh
C=C[C@@]1(C)CC(=O)[C@]2(O)[C@@]3(C)[C@@H](O)CCC(C)(C)[C@@H]3[C@H](O)[C@H](OC(=O)CCCN3CCN(C)CC3)[C@@]2(C)O1,-0.3,-11
C[C@H]1CN([C@@H](C)CO)C(=O)c2cccc(NC(=O)Nc3ccc4c(c3)OCO4)c2O[C@@H]1CN(C)S(=O)(=O)c1ccc(Cl)cc1,6.0,.
CCn1c(SCC(=O)c2cccc([N+](=O)[O-])c2)nnc1-c1ccc(Cl)cc1Cl,0.2,-3
Cc1noc(C)c1NC(=O)N(C)C[C@H]1Oc2ccc(NC(=O)C3CCCCC3)cc2C(=O)N([C@@H](C)CO)C[C@H]1C,-0.2,.
Cc1ccc2c(C(=O)Nc3sc4c(c3C(N)=O)CCCCC4)cc(-c3ccccn3)nc2c1C,0.1,-20

An excerpt. The share of hits here may be higher or lower than overall.
